High-throughput results as filed in PubChem BioAssay.
UPR XBP1 act = adaptive UPR (XBP1) activation | activation, % at 20 µM | hit rate 0.33% among 330,000 | AID 463104 | CHO-XBP1 luciferase reporter, IRE1-XBP1 UPR activation, luminescence; percent of tunicamycin response, DMSO as zero;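 active = versus positive control, 20 µM dose yields 30% or more activation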;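 note: 100% = tunicamycin at 10 µg/mL and 0% = DMSO only wells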
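Material: CHO-XBP1 cells stably carrying IRE1-XBP1-driven luciferase reporter | Medium: F12 with 10% serum | Compound dosing: 20 µM single concentration, DMSO 1% | Incubation: Overnight seeding at 37 °C, 6 h compound treatment at 37 °C | Detection: Steady-Glo luminescence read | Read-out basis: % activation of reporter signal versus tunicamycin and DMSO controls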
APJ antag = antagonists of human APJ apelin receptor; P35414; CHO-K1 APJ beta-arrestin complementation, luminescence; inhibition, % at 20 µM; hit rate 0.32% among 330,000;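 active = inhibition above about 40% at 20 µM, limit read from the data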;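 note: cells challenged with 10 nM apelin-13 agonist together with compound; plate controls were apelin-13 plus DMSO wells for no effect and DMSO wells lacking apelin-13 for full effect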
Target sequence (P35414 whole entry, looked up): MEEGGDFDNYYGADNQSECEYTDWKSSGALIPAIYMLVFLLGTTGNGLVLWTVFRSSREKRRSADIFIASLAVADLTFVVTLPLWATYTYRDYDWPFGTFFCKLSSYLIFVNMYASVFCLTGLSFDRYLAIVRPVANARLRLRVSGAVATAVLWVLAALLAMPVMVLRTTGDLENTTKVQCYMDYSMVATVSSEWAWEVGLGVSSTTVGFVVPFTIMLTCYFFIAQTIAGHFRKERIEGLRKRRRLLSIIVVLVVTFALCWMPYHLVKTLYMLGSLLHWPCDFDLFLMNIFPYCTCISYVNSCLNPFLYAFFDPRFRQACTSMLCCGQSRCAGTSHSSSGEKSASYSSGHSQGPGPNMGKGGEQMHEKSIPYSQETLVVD
tim23-1 inh = growth inhibitors of tim23-1 mutant yeast | S. cerevisiae tim23-1 growth, BacTiter-Glo luminescence, 24 h | inhibition, % at 20 µM | hit rate 1.3% among 330,000;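 active = growth inhibition of the mutant yeast at or above 50%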;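 note: temperature-sensitive mutant grown at 25 °C; plate controls were DMSO-treated mutant yeast for no effect and medium wells lacking yeast for full effect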
CXCR6 block = blocks human CXCR6 beta-arrestin recruitment | O00574 | CHO-K1 PathHunter CXCR6 beta-arrestin, luminescence | inhibition, % at 20 µM | hit rate 0.36% among 360,000 | AID 602244; in the data active = inhibition above about 34%, passing the limit was not always enough;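 note: antagonist mode with CXCL16 agonist at 10 nM final; 0% = 10 nM CXCL16 with DMSO and 100% = unstimulated wells without agonist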
Target sequence (O00574 whole entry, looked up): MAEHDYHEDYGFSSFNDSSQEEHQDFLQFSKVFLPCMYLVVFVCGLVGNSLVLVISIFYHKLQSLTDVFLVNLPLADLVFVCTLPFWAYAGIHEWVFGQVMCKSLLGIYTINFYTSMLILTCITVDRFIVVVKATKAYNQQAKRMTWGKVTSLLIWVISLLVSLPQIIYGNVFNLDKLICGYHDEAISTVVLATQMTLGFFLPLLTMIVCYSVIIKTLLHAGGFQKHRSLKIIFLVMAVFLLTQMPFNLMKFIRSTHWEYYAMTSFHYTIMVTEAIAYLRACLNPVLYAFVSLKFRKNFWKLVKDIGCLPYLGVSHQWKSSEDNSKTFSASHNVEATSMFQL
Mdm2 MdmX PPI = human Mdm2/MdmX binding inhibition; O15151+Q00987; SaOS-2 split-luciferase Mdm2/MdmX complementation, luminescence; inhibition, % at 8 µM; hit rate 3% among 330,000;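 active = inhibition of at least 50% at 8 µM in the primary screen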
EBI2 antag = blocks human EBI2 receptor beta-arrestin signaling | inhibition, % at 5 µM | hit rate 0.81% among 360,000 | EBI2 beta-arrestin recruitment, luminescence, 7a,25-OHC stimulated; in the data active = inhibition above about 38%;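 note: enzyme fragment complementation signal reports receptor beta-arrestin coupling in cells; 0% = agonist plus DMSO wells and 100% = wells without agonist; some results beyond the cut were filed as inactive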
Target sequence (P32249 whole entry, looked up, the tested form may be a part): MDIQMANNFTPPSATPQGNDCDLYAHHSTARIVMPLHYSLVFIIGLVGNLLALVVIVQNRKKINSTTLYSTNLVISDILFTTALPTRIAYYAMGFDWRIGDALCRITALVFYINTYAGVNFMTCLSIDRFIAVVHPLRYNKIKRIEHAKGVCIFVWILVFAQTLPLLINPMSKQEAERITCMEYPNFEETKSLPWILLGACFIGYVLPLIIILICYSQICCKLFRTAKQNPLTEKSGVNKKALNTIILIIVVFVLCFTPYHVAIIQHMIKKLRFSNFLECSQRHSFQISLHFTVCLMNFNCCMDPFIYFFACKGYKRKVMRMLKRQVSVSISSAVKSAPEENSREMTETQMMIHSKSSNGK
UPR CHOP act = apoptotic UPR (CHOP) activation. activation, % at 10 µM. CHO-CHOP luciferase reporter, luminescence; percent of tunicamycin response over DMSO baseline. AID 449763. hit rate 0.34% among 330,000;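 active = at 10 µM dose, activation of 40% or more, normalized to positive control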;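 note: 100% = tunicamycin at 10 µg/mL and 0% = DMSO alone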
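System: CHO-CHOP luciferase reporter cell line | Buffer or medium: F12 medium containing 10% fetal bovine serum | Doses: One dose, 10 µM in 0.5% DMSO | Times: 6 h compound exposure at 37 °C after overnight seeding | Signal: Luciferase luminescence | Read-out: % activation vs tunicamycin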
CCR6 antag = antagonists of human CCR6 receptor; P51684; CHO-K1 CCR6 PathHunter beta-arrestin, luminescence, CCL20-stimulated; AID 493098; hit rate 0.49% among 340,000; inhibition, % at 20 µM;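 active = compounds whose inhibition of the agonist-driven luminescence signal at 20 µM reaches about 50%, limit read from the data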;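 note: cells stimulated with CCL20 at 14 nM final; plate controls were DMSO with CCL20 for no effect and DMSO without agonist for full effect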
APJ ag = APJ receptor agonism; CHO-K1 APJ PathHunter beta-arrestin, luminescence; 0% DMSO wells, 100% apelin; hit rate 0.11% among 330,000; P35414; activation, % at 20 µM; AID 2520;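 active = activation more than six SD over the plate average, tested at 20 µM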;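 note: 0% = DMSO alone and 100% = apelin-13 at 10 nM; some results filed as inactive read as strong as hits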
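Assay system – PathHunter CHO-K1 APJ (AGTRL-1) beta-arrestin reporter cells · Compound – one dose, 20 µM compound, 1% DMSO · Timing – compound 90 min 25 °C, reagent 1 h · Measured by – luminescence from split beta-galactosidase complementation, Galacton Star/Emerald II substrate · Measure – beta-arrestin recruitment to APJ as agonist activity, luminescent signal · Benchmarks – DMSO vs Apelin-13 10 nM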
* = called active by the depositor; / = not tested or not shown; & = joins results of further samples.

item | SMILES | UPR XBP1 act | APJ antag | tim23-1 inh | CXCR6 block | Mdm2 MdmX PPI | EBI2 antag | UPR CHOP act | CCR6 antag | APJ ag
1 | O=C(N/N=C/c1ccc(OC(F)F)cc1)c1ccc(CSc2nc3ccccc3[nH]2)cc1 | 1 | -17 | -6 | 6 | 15 | 25 | 1.7 | 0 | 0
2 | O=[N+]([O-])c1cc(F)c(N2CCCCC2)cc1N1CCOCC1 | 0 | 6 | 24 | 2 | 8 | -14 | 1.1 | -2 | -2
3 | Cc1c(Cl)cn2c(=O)cc(CN3CCN(c4ccc(F)cc4)CC3)nc2c1Cl | -5 | 9 | 19 | / | 18 | / | -2.9 | / | -1
4 | CCOC(=O)c1c(O)c(O)c(C(=O)OCC)n1-c1ccccc1 | 1 | -39 | 12 | -17 | -16 | -6 | 1.0 | 3 | 0
5 | CC(C)(C)c1ccc(C(=O)O/N=C(\N)c2ccccc2)cc1 | -6 | -24 | 83* | -25 | 97* | 1 | -2.9 | 3 | 11
6 | COc1ccc(NC(=O)c2cc3c(-c4ccc(OC)c(OC)c4)nn(C)c3s2)cc1OC | 2 | 0 | 35 | 2 | 97* | -5 | 6.3 | -15 | 9
7 | Cc1cc(NC(=O)COC(=O)c2ccccc2O)no1 | 0 | -3 | 5 | 4 | -8 | -1 | 4.1 | -3 | -1
8 | O=C(NCc1cccnc1)c1ccc(-c2ccc(Cl)cc2)o1 | 3 | 0 | 10 | 3 | 3 | 3 | -0.1 | 5 | -2
9 | CC(=O)SCCC(=O)N1C(C)CCCC1C(=O)O (stereo unspecified) | 2 | -18 | -5 | -6 | -5 | 6 | -1.2 | 24 | 0
10 | O=C1C(Cl)=C(N2CCCCC2)C(=O)N1c1ccccc1Cl | -1 | 13 | 41 | -14 | -14 | -3 | -1.0 | 14 | -3
11 | COc1ccc(-c2cc(C(=O)Nc3ccc(Br)cc3)no2)cc1 | 0 | 11 | 10 | 5 | 11 | 12 | 2.4 | -8 | -3
12 | O=C(c1cn(-c2ccccc2)nc1-c1cccs1)N(CCO)Cc1ccccc1 | -3 | -2 | 0 | 3 | 3 | 8 | 0.4 | 7 | 17
13 | CCCn1c(=O)c(C(=O)NCCc2ccccc2)c(O)c2ccccc21 | -2 | 4 | 40 | -14 | -14 | -12 | 2.4 | 7 | 1
14 | Cc1ccc(C(=O)O/N=C2\CCSc3ccc(C)cc32)cc1 | 4 | 14 | 37 | 3 | -10 | 14 | 5.8 | 24 | -5
15 | COCC(=O)N1CCC(n2nnc3cc(F)ccc32)CC1 | -1 | -4 | -1 | -3 | 12 | -4 | -0.2 | -1 | 0
16 | Cc1ccc(-n2nnnc2SCC(=O)N2CCNC2=O)cc1C | -1 | 14 | 15 | -5 | -4 | -18 | 1.3 | 3 | -3
17 | O=C(c1ccccc1)c1ccc(OCC(O)CN2CCCC2)cc1 (stereo unspecified) | 2 | 9 | 1 | 0 | 3 | -7 | 1.0 | 14 | -6
18 | COc1cccc(NC(=O)C(NCC2CCCCC2)c2ccccc2)c1 (stereo unspecified) | 0 | -19 | 11 | 4 | 19 | 4 | -3.7 | 19 | -4
19 | Cc1ccc(N/C=C(\C#N)S(=O)(=O)c2ccccc2)cc1 | 2 | -15 | -14 | 4 | -4 | -7 | -1.1 | 14 | -2
20 | S=C(Nc1ccc2c(c1)OCO2)NC1CCN(Cc2ccccc2)CC1 | -1 | -4 | 17 | 6 | 2 | -19 | -0.9 | -5 | 3
21 | O=C(CN1CCN(c2ccccc2O)CC1)Nc1cccnc1Cl | 3 | -5 | 17 | -5 | -9 | -12 | 1.4 | 4 | 1
22 | Cc1cccc(NC(=O)COc2ccc(/C=C\c3[nH]c(=O)[nH]c(=O)c3[N+](=O)[O-])cc2)c1 | 1 | 7 | 6 | 3 | 15 | 3 | 1.6 | -2 | -3
23 | Cc1cccc(C)c1NC(=O)COC(=O)C1CC1 | 3 | 22 | 6 | -7 | -12 | -5 | 0.1 | -3 | -2
24 | CC(=O)Oc1ccc(NC(=O)CSc2ccccc2)cc1 | 3 | -2 | 10 | -7 | 3 | -3 | 2.9 | 6 | -1
25 | Cc1c(C(=O)N2CCCCC2)sc(NC(=O)C23CC4CC(CC(C4)C2)C3)c1C#N | -5 | 13 | 16 | 2 | 15 | -1 | -2.2 | 7 | 0
26 | Cc1nc2nc(C)c(CCC(=O)NCCCN3CCN(c4cccc(Cl)c4)CC3)c(C)n2n1 | -3&-3 | -15&-2 | -13&13 | 10&-12 | 2&3 | -7&-6 | -0.6&0.4 | -13&-3 | -2&3
27 | O=S(=O)(c1ccccc1)c1nc(-c2ccccc2F)oc1NCc1cccnc1 | -2 | -23 | 10 | 4 | -23 | 0 | 2.4 | -5 | -1
28 | O=c1c2sccc2[nH]c(=S)n1Cc1ccccc1 | 0 | -7 | 35 | 8 | -5 | -9 | 21 | 2 | -1
29 | COc1ccc(C)cc1S(=O)(=O)N1CCN(S(=O)(=O)c2cc(C)ccc2OC)CC1 | 2 | 2 | 14 | -1 | 5 | 6 | 0.5 | 9 | -1
30 | O=C(COc1cccc(Cl)c1)Nc1ccccc1N1CCCCC1 | 2 | 6 | 21 | -5 | -5 | 39 | 0.1 | 18 | -1
31 | O=[N+]([O-])c1ccc(/C=N/n2c(CO)nc3ccccc32)s1 | -3 | -21 | 14 | -6 | 34 | 4 | 1.6 | 4 | 2
32 | CCS(=O)(=O)c1ccc2oc(SCC(=O)NCCc3ccc(F)cc3)nc2c1 | -3 | 16 | 9 | 2 | 11 | 3 | 2.0 | -2 | -3
33 | O=C(O)c1ccc(S(=O)(=O)c2ccc([N+](=O)[O-])cc2[N+](=O)[O-])cc1 | -3 | -92 | 22 | -14 | -2 | -12 | 2.0 | 3 | 4
34 | Cc1ccc(C(=O)NC(N(C)C)C(Cl)(Cl)Cl)cc1 (stereo unspecified) | -1 | 5 | 4 | -2 | -13 | -4 | -1.7 | 6 | -2
35 | CCN1CCCC1CNC(=S)Nc1ccc(C(C)=O)cc1 (stereo unspecified) | -6 | 3 | 1 | 19 | 11 | 4 | -0.8 | -6 | 2
36 | CCOC(=O)C1CCCN(C(=O)N2CCOCC2)C1 (stereo unspecified) | -1 | 4 | 4 | -10 | 10 | -6 | -0.7 | -5 | -4
37 | CCOC(=O)CC(NC(=O)Cn1nnc(-c2ccccc2F)n1)c1ccccc1Cl (stereo unspecified) | -2 | -1 | -9 | -3 | -15 | 2 | 0.6 | 12 | -2
38 | CCn1nnnc1NCc1ccc(N2CCCC2)cc1 | 2 | -11 | -8 | -10 | 21 | -3 | -0.3 | -9 | 5
39 | CC(C)Cn1c(Br)nc2c1c(=O)n(CCC#N)c(=O)n2C | -2 | -4 | 3 | -10 | -4 | 5 | 0.8 | -4 | -3
40 | CCOC(=O)N1CCN(C(=O)CSc2nc(-c3cccc(C)c3)ns2)CC1 | 2 | -7 | 8 | 14 | -1 | 7 | 1.6 | 1 | -4
41 | Cc1ccccc1N1C(S)=C(C#N)C(=O)NC12CCCCC2 | -2 | 4 | -3 | -27 | -7 | -12 | -1.5 | 0 | 0
42 | CCOC(OCC)P(=O)(C(C)C)C(C)C | 1 | 0 | 0 | -4 | 9 | 3 | -2.1 | 8 | -4
43 | Cc1ccc(Oc2ccc(S(=O)(=O)NCC(C)(C)N3CCOCC3)cc2)cc1 | -2 | 4 | 17 | -7 | 21 | 12 | 1.5 | 20 | 1
44 | CC(OC(=O)/C=C/c1cccc(Cl)c1)C(=O)NC1CCCCC1C (stereo unspecified) | 0 | 12 | -1 | 3 | 21 | 6 | 1.1 | 8 | -11
45 | Cc1ccc2nc(-c3ccccc3)oc(=O)c2c1 | 5 | 8 | 24 | 1 | -6 | 11 | 6.1 | 18 | -1
46 | CCO[C@H]1OC(C(=O)N2CCOCC2)=C[C@@H](c2ccc(Br)cc2)[C@@H]1CCCO | -3 | 11 | 12 | 5 | 1 | -7 | 2.3 | 10 | -5
47 | COc1ccccc1CNC(=O)c1ccccc1C(=O)NC(CC(C)C)C(=O)NCc1ccccc1OC (stereo unspecified) | -5 | 9 | 5 | -1 | 25 | -9 | -0.6 | 16 | 0
48 | COC(=O)c1cccc(S(=O)(=O)N2CCN(c3nc4ccccc4s3)CC2)c1 | 5 | 2 | 12 | 7 | 12 | 5 | -2.5 | 10 | 0
49 | CCCOc1ccc(C2=CSC3=NCCN23)cc1Cl | -2 | 2 | -261 | 5 | 29 | -8 | -2.8 | 8 | -1
50 | Nc1nc(NCCO)nc(NCc2ccccc2)c1[N+](=O)[O-] | 8 | 22 | 0 | -3 | 25 | -7 | 0.1 | 5 | -1
51 | O=C(CNC(=O)c1ccccc1F)NCCc1ccccc1F | -2 | 3 | -7 | 1 | -7 | 2 | 0.8 | -7 | -5
52 | CC1CCCC(NC(=O)C2CCN(S(=O)(=O)c3cnc[nH]3)CC2)C1C (stereo unspecified) | -7 | -26 | 10 | -1 | 4 | -2 | 0.8 | -10 | -3

Of the compounds above, these contain fluorine:
item | SMILES | UPR XBP1 act | APJ antag | tim23-1 inh | CXCR6 block | Mdm2 MdmX PPI | EBI2 antag | UPR CHOP act | CCR6 antag | APJ ag
1 | O=C(N/N=C/c1ccc(OC(F)F)cc1)c1ccc(CSc2nc3ccccc3[nH]2)cc1 | 1 | -17 | -6 | 6 | 15 | 25 | 1.7 | 0 | 0
2 | O=[N+]([O-])c1cc(F)c(N2CCCCC2)cc1N1CCOCC1 | 0 | 6 | 24 | 2 | 8 | -14 | 1.1 | -2 | -2
3 | Cc1c(Cl)cn2c(=O)cc(CN3CCN(c4ccc(F)cc4)CC3)nc2c1Cl | -5 | 9 | 19 | / | 18 | / | -2.9 | / | -1
15 | COCC(=O)N1CCC(n2nnc3cc(F)ccc32)CC1 | -1 | -4 | -1 | -3 | 12 | -4 | -0.2 | -1 | 0
27 | O=S(=O)(c1ccccc1)c1nc(-c2ccccc2F)oc1NCc1cccnc1 | -2 | -23 | 10 | 4 | -23 | 0 | 2.4 | -5 | -1
32 | CCS(=O)(=O)c1ccc2oc(SCC(=O)NCCc3ccc(F)cc3)nc2c1 | -3 | 16 | 9 | 2 | 11 | 3 | 2.0 | -2 | -3
37 | CCOC(=O)CC(NC(=O)Cn1nnc(-c2ccccc2F)n1)c1ccccc1Cl (stereo unspecified) | -2 | -1 | -9 | -3 | -15 | 2 | 0.6 | 12 | -2
51 | O=C(CNC(=O)c1ccccc1F)NCCc1ccccc1F | -2 | 3 | -7 | 1 | -7 | 2 | 0.8 | -7 | -5

Some of the compounds tested; count on the stated rates, not on these rows.
